From PubChem
rTrxR1 inhibitor: qHTS Assay for Inhibitors of Mammalian Selenoprotein Thioredoxin Reductase 1 (TrxR1): qHTS; recombinant rTrxR1, NADPH fluorescence consumption, selenite substrate; Potency, µM (titrated, usually from 114 µM), for inactives: at the top dose activity change, negative = inhibition, actives largely listed as inhibitors; 390,000 tested, 1% active; AID 588453, 2011; also: % is scaled to controls: 0 for no effect and ±100 for the full control effect; nearly all actives have a fitted effect of over 65% in size
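Rat TrxR1 (90 nM in the dispensed reagent) was pre-reduced with 400 uM NADPH for 5 min at room temperature, then incubated with compound for 15 min. After 400 uM selenite was added, NADPH fluorescence (Ex 340/Em 450 nm) was followed for 8 min.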
12-LOX inh: Primary qHTS assay for inhibitors of human arachidonate 12S-lipoxygenase (ALOX12): Round 2 | 580,000 tested, 1.1% active | Potency, µM (doses to about 108 µM), for inactives: at the highest dose activity change, negative = inhibition, most hits filed as inhibitors | purified 12hLO, xylenol orange hydroperoxide absorbance | Polyunsaturated fatty acid lipoxygenase ALOX12 (Homo sapiens), P18054 | AID 1671190, 2021; also: % is scaled to controls: 0 for no effect and ±100 for the full control effect
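Purified human 12hLO (150 nM final) in 25 mM Hepes, 0.01% Triton X-100, pH 7.0 was preincubated 15 min at room temperature with compound. Then 40 uM arachidonic acid was added, 30 min. Hydroperoxide was read by Fe-XO absorbance ratio 573/405 nm.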
ERG-DNA inh: qHTS for Small Molecule Inhibitors of the ERG Ets/DNA interaction | Transcriptional regulator ERG (Homo sapiens), P11308 | fluorescence polarization, His-ERG Ets domain / labelled DNA | Potency, µM (top dose mostly 76.9 µM), for the others: at the top dose FP activity, negative = inhibition, actives largely listed as inhibitors | 370,000 tested, 0.028% active | AID 624246, 2012; active = well fitted inhibition curve with a large enough effect in the polarisation, with a control signal flat; inconclusive = small, poorly fitted or top-dose-only effect, or effect the other way, or a change in a side signal; inactive = no such curve, though single readings can be large or run the other way; the % refers to the polarisation;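 also: polarization taken with two DNA probes labelled with fluorescein and Texas red; % of control where 0% means no effect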
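His-tagged ERG Ets domain (1 uM in the protein solution; 300mM KCl, 50mM Tris-HCl, 1mM EDTA, 1mM DTT, pH 7.5) received compound, then a probe mix of 5 nM fluorescein-DNA and 100nM Texas-615-DNA. Fluorescence polarization was read for both dyes.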
RGS4 inh: Inhibitors of Regulator of G Protein Signaling (RGS) 4: qHTS | Regulator of G-protein signaling 4 (Homo sapiens), P49798 | Transcreener GDP fluorescence polarization, RGS4-accelerated GTP hydrolysis | Potency, µM (doses to about 114 µM), for inactives: at the highest dose activity change, negative = inhibition, usual class: inhibitors | 390,000 tested, 0.039% active; also: % is scaled to controls: 0 for no effect and ±100 for the full control effect; nearly all actives have a fitted effect of over 75% in size; some results filed as inactive show a strong effect at the top dose
Target sequence (P49798 whole entry, looked up): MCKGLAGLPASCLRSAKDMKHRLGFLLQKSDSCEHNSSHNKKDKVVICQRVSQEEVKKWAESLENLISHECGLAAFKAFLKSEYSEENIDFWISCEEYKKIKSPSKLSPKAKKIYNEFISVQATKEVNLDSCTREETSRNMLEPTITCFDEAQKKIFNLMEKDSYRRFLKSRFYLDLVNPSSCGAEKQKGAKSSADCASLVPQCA
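MLSMR compounds (23 nl, pin-transferred) preincubated 10 min at room temperature with a 500nM (2x) first reagent, then RGS4 at 900nM (2x) plus Transcreener GDP mix added; fluorescence polarization (620/688 nm) read before and after 90 min at 30 °C.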
Pin1 inhibitor: qHTS Assay to Find Inhibitors of Pin1; Peptidyl-prolyl cis-trans isomerase NIMA-interacting 1 (Homo sapiens), Q13526; Pin1 FP peptide displacement, HiFluor488, 10 min; Potency, µM (highest dose often 115 µM), inactives show top-dose activity, negative = inhibition, usual class: inhibitors; 390,000 tested, 0.009% active; active = well fitted inhibition curve with a large enough effect in the polarisation, with a control signal flat, not every such curve was filed as active; inconclusive = small, poorly fitted or top-dose-only effect, or effect the other way, or a change in a side signal; inactive = no such curve, though single readings can be large or run the other way; the % refers to the polarisation; also: % is scaled to controls: 0 for no effect and ±100 for the full control effect
Target sequence (Q13526 whole entry, looked up): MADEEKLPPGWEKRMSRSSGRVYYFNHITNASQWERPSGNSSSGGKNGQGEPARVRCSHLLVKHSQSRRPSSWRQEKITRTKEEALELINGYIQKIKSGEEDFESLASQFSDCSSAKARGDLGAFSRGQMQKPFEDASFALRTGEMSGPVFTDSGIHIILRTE
JMJD2A Tudor: qHTS Assay for Inhibitors of JMJD2A-Tudor Domain; Lysine-specific demethylase 4A (Homo sapiens), O75164; AID 504339, 2011; 390,000 tested, 4.4% active; AlphaScreen JMJD2A-Tudor / H3K4me3 peptide binding; Potency, µM (top dose mostly 114 µM), without a hit: at the highest dose activity change, negative = inhibition, most hits filed as inhibitors; also: % is scaled to controls: 0 for no effect and ±100 for the full control effect; nearly all actives have a fitted effect of over 50% in size
GLS inh: qHTS for Inhibitors of Glutaminase (GLS); Glutaminase kidney isoform, mitochondrial (Homo sapiens), O94925; GLS enzymatic activity, qHTS titration; Potency, µM (doses to about 45.5 µM), inactives show top-dose activity change, negative = inhibition, most hits filed as inhibitors; 410,000 tested, 0.21% active; AID 624170, 2012; also: % is scaled to controls: 0 for no effect and ±100 for the full control effect
Target sequence (O94925 whole entry, looked up, canonical isoform): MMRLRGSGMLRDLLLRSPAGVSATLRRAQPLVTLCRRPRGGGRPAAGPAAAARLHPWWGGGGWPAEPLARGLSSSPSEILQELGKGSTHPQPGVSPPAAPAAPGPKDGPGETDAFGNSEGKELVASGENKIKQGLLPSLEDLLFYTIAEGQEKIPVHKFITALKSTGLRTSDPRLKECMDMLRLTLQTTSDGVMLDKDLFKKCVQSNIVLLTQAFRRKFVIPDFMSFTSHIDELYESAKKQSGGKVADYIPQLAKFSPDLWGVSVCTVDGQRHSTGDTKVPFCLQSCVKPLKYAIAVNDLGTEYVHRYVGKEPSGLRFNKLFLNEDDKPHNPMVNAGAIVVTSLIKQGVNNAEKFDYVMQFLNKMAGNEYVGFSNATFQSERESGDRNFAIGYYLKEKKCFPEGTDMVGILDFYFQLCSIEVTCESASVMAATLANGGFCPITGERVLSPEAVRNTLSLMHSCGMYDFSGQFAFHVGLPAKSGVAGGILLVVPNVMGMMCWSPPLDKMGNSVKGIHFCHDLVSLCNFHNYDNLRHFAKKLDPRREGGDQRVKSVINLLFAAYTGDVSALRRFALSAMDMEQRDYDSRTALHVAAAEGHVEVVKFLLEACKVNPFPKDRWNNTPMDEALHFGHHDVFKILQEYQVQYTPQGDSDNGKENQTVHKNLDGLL
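Assay buffer: 45 mM KH2PO4 pH 8.2, 0.02% Tween-20. hKGA acts on L-glutamine (1 mM solution added); product glutamate is reported by an oxidase/peroxidase Amplex Red coupling, with fluorescence taken at baseline and 30 min.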
Tb PGK inh: qHTS Assay to Find Inhibitors of Phosphoglycerate Kinase | Phosphoglycerate kinase, glycosomal (Trypanosoma brucei brucei), P07378 | PGK/GAPDH coupled, Kinase-Glo luminescence, 60 min | Potency, µM (series often up to 57.5 µM), without a hit: at the top dose activity change, negative = inhibition, hits mostly inhibitors | 380,000 tested, 0.043% active | AID 602233, 2012; also: % is scaled to controls: 0 for no effect and ±100 for the full control effect; nearly all actives have a fitted effect of over 60% in size
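Luminescent ATP detection (Kinase-Glo Plus) follows a 60-minute room-temperature incubation, with wells lacking PGK as controls. Buffer: 100 mM TEA (pH 7.6), 5 mM MgCl2, 0.01% Tween-20. Coupling enzyme GAPDH (100 nM final) supplies unstable 1,3-BPG in-well.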
HP1b chromo inh: HTS for Inhibitors of HP1-beta Chromodomain Interactions with Methylated Histone Tails; Chromobox protein homolog 1 (Homo sapiens), P83916; AlphaScreen HP1-beta / biotin-H3K9me3 peptide binding; Potency, µM (titrated, usually from 114 µM), without a hit: top-dose activity change, negative = inhibition, most hits filed as inhibitors; 390,000 tested, 0.56% active; AID 540317, 2011; also: nearly all actives have a fitted effect of over 70% in size; inactives centre near 23
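AlphaScreen: HP1-beta (50 nM) preformed 30 min with biotin-H3(1-18)K9me3 peptide (50 nM) in PBS pH 7.4, 0.01% Tween-20. Compound added for 30 min at RT, then streptavidin donor/nickel chelate acceptor beads (10 ug/mL) for 30 min.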
Starred values were filed as active, the others as inactive; i = inactive; ? = inconclusive; . = not tested or not shown; & = joins results of further samples; [ ] = another dose, or the depositor's remark. Unless noted, calls follow the shape of the dose curve; as a rule, active = well fitted curve in the direction sought with a large enough effect; inconclusive = small, poorly fitted or top-dose-only effect, or another doubt; inactive = no such curve, though single readings can be large; an effect the other way counts as inactive or inconclusive. Potency is read from the fitted curve at half-maximal effect.

rTrxR1 inhibitor	12-LOX inh	ERG-DNA inh	RGS4 inh	Pin1 inhibitor	JMJD2A Tudor	GLS inh	Tb PGK inh	HP1b chromo inh	Compound
-6%	-4%	1%	4%	-5%	-16%	-1%	-10%	4%	Cc1noc(C)c1CSCC(=O)N(C)CC(=O)Nc1ccccc1Br
-15%[57.1 µM]	-18%&8%	-9%	1%[56.9 µM]	?	-17%	20%	7%	43%[activator]	COc1cc(CNC(=O)CCCCCCC(C)C)ccc1O
4%[57.1 µM]	-22%	-4%	-11%	2%	-3%	-5%	-5%	31%	COc1cc(C2C3C(=O)N(c4ccccc4)C(=O)C3ON2c2ccccc2)ccc1O (stereo unspecified)
-18%[57.1 µM]	-12%	-2%	28%	?	-13%	7%	3%	25%	CN(C(=O)c1ccc(NC(=O)C2CCCN(C(=O)OC(C)(C)C)C2)cc1)C1CC1 (stereo unspecified)
5%	195%[activator]	7%	3%	-3%	-5%	5%	-3%	49%[activator]	O=C(Nc1ccc2c(c1)OCCO2)c1ccc(Cl)cc1Cl
-14%[57.1 µM]	-5%	10%	-11%	0%	-17%	-1%	0%	-10%	CN(C)/C=C(/C(=O)c1ccc(F)cc1)S(=O)(=O)c1ccc(F)cc1
21%[57.1 µM]	-2%	-9%	21%	?	-26%	-9%	-4%	-10%	Cc1ccc(S(=O)(=O)N2CCCc3cc(NS(=O)(=O)c4ccccc4)ccc32)cc1
-2%	3%	.	-20%	-3%	-12%	1%	-2%	40%	Cc1cccc2cc(CN(C(=O)c3cccs3)c3ccccc3)c(=O)[nH]c12
-3%	-9%	2%	-15%	0%	-9%	-2%	4%	26%	CC(CCc1ccccc1)NC(=O)c1ccc(-n2cncn2)c([N+](=O)[O-])c1 (stereo unspecified)
-3%	21%	-5%	-15%	0%	-10%	9%	-3%	30%	CCn1cc(Cl)c(C(=O)NNC(=O)CCn2cc([N+](=O)[O-])cn2)n1
?	?	3%	-13%	?	-36%	0%	-1%	-7%	N#C/C(=C(/O)CCl)c1nc(-c2ccccc2)cs1
8%[57.1 µM]	0%	-17%	-21%	-6%	-6%	-1%	-10%	28%	COc1ccc(OC)c(C(=O)c2coc3ccc(OCC(=O)O)cc23)c1
12%[57.1 µM]	-3%	0%	4%	36%[activator]	-34%	2%	2%	28%	COC(=O)c1ccc(CSc2nc3c(cnn3-c3ccc(Cl)cc3)c(=O)[nH]2)o1
35µM*	-15%	1%	-36%	?	-9%	0%	1%	23%	O=C(Cn1ncc(Cl)c(Cl)c1=O)NCC1CCCCC1
8%	-9%	6%	-8%	-11%	-22%	7%	-10%	14%	O=C(Nc1cc(F)ccc1F)C1CCCN1S(=O)(=O)c1cccc2nsnc12 (stereo unspecified)
-45%	-4%	10%	-6%	3%	-25%	2%	-10%	37%	O=C(NC1CC1)C1=C[C@@H](c2ccc(C(F)(F)F)cc2)C[C@@H](OCCCCO)O1
0%	12%	0%	31%	-1%	-9%	4%	-1%	33%	CCC(C)NC(=O)Cn1nc([N+](=O)[O-])c(Cl)c1C (stereo unspecified)
17%	-3%	21%	13%	-5%	-14%	2%	1%	17%	COc1cccc(NC(=O)CN(C)C(=O)c2cc(S(=O)(=O)N3CCCCCC3)ccc2OC)c1
-21%	-16%	0%	-51%	?	47%[activator]	-10%	4%	175%[activator]	CCN(CC)C(=O)c1sc2nc(-c3cccs3)cc(-c3ccc(Cl)cc3)c2c1N
16%	-16%	8%	-5%	-10%	12%	-18%	3%	85%[activator]	Cc1cc(Br)ccc1NC(=O)c1ccccc1-c1ccccc1
3%	25%	-3%	9%	4%	-24%	12%	7%	35%	COc1ccc(/C=N/Nc2nc(C)cc(-c3ccccc3)n2)cc1OC
-1%	-12%	12%	21%	?	-15%	1%	1%	16%	O=C(NCc1ccccc1)[C@@H]1C[C@H]1[C@@H](NP(=O)(c1ccccc1)c1ccccc1)c1ccccc1
?	?	-4%	9%	3%	?	7%	-11%	-22%	COc1ccc([N+](=O)[O-])cc1NC(=O)C(C)OC(=O)/C=C/c1ccco1 (stereo unspecified)
18%[57.1 µM]	-13%	20%	6%	-4%	-14%	?	-2%	21%[57 µM]	CCOc1cc(CNC(=O)NC2COc3ccc(OC)cc3C2)cc(OCC)c1OCC (stereo unspecified)
6%	-12%	-4%	-18%	-3%	?	8%	i	14%	CCC1CN(C(=O)N2CCC(C(=O)NCCCc3ccccc3)CC2)c2ccccc2O1 (stereo unspecified)
14%	15%	-20%	-5%	-2%	-13%	1%	-5%	3%	COc1ccc(C(=O)N2CCN(c3ccccc3Cl)CC2)cc1S(=O)(=O)NC1CC1
1%	2%	-2%	3%	-4%	-14%	9%	7%	19%	O=C(CN1CCN(C(=O)c2ccco2)CC1)Nc1ccc2c(c1)OCO2
15%	-20%	9%	4%[56.9 µM]	5%	-15%	1%	-4%	39%[activator]	CCOC(=O)n1c(O)c(N=NC(N)=S)c2cc(C)ccc21
0%	7%	-10%	25%	-5%	-7%	?	-2%	4%	Cc1ccccc1-n1nc2c(c1NC(=O)c1cc3ccccc3oc1=O)CS(=O)(=O)C2
-13%	0%[57.4 µM]	-11%	-18%	-1%	-15%	-1%	-2%	19%	COC(=O)c1c(C)[nH]c(C(=O)C(C)Sc2nnc(-c3cc(OC)c(OC)c(OC)c3)o2)c1C (stereo unspecified)
12%	-2%	10%	-13%	-3%	-12%	1%	i	32%	O=C(OCC(=O)N1CCN(S(=O)(=O)c2ccc(Cl)cc2)CC1)c1cc(Br)ccc1O
7%	-23%	16%	-21%	-1%	-14%	?	-6%	7%	Cc1ccc(C)c(Nc2cc(C(=O)NCc3cccnc3)c3ccccc3n2)c1
9%	0%	-6%	19%	-3%	3%	0%	5%	23%	O=C(N1CCOCC1)N1CCN(S(=O)(=O)c2ccc(F)cc2)CC1
-18%	45µM*	6%	-17%	-1%	5%	-18%	-7%	30%	O=C(CN1C(=O)CCC1=O)Nc1ccc(Br)cc1
-1%[57.1 µM]	7%	3%	2%	8%	-32%	1%	-1%	-11%	CC(=O)c1c(C)[nH]c(C(=O)OCc2cccc(Cl)c2)c1C
-10%	0%	9%	-7%	20%	-26%	7%	-7%	-7%	COc1ccc(C(=O)ON=C2CCN(c3ccc([N+](=O)[O-])cc3)CC2)cc1
3%	0%	-11%	-3%	-1%	5%	-5%	i	38%	CCOc1ccccc1NS(=O)(=O)c1cccs1
17%	-9%	-5%	-13%	-4%	-5%	-3%	6%	32%	O=C(CN1C(=O)C2(SCC(=O)N2c2ccc(F)cc2)c2ccccc21)NC1CCCCC1 (stereo unspecified)
?	?	.	17%	3%	7.9µM*	0%	0%	?	COCCNCC#CCOc1ccc(OC)cc1
37%[activator]	-1%	-1%	-12%	-4%	-18%	6%	-7%	24%	CC(=O)Nc1nc2ccc(S(=O)(=O)N3CCCC3)cc2s1
18%[57.1 µM]	6%	-1%	-8%	-1%	5%	2%	i	21%	Cc1cccc(NC(=O)c2ccccc2C(=O)Nc2cccc(C)c2)c1
22%	0%	10%	-11%	2%	-18%	1%	i	2%	Cc1oc(-c2ccccc2F)nc1CN1CCC(C(=O)NCCC2=CCCCC2)CC1
-6%	-6%	-9%	1%	14%	5.6µM*	4%	-7%	3.2µM*	CCCN1C(=O)/C(=C2/C=Cc3ccccc3N2CC)SC1=S
16%	-8%	3%	28%	-1%	3%	-13%	4%	16%	Cc1c(Cl)cccc1NC(=O)CC(c1ccc(F)cc1)N1Cc2ccccc2C1=O (stereo unspecified)
19%&21%	-2%	-2%	0%&-30%	-2%&-1%	-16%&-8%	8%	-6%	17%&35%	Cc1cc(C)cc(N(CC(=O)NC2CCCCCC2)S(=O)(=O)c2c(C)[nH]c(=O)[nH]c2=O)c1

Full records as entered above. Values in the order: rTrxR1 inhibitor, 12-LOX inh, ERG-DNA inh, RGS4 inh, Pin1 inhibitor, JMJD2A Tudor, GLS inh, Tb PGK inh, HP1b chromo inh
Cc1c(Cl)cccc1NC(=O)CC(c1ccc(F)cc1)N1Cc2ccccc2C1=O (stereo unspecified) as listed: 16%, -8%, 3%, 28%, -1%, 3%, -13%, 4%, 16%
CCCN1C(=O)/C(=C2/C=Cc3ccccc3N2CC)SC1=S as listed: -6%, -6%, -9%, 1%, 14%, 5.6µM*, 4%, -7%, 3.2µM*
Cc1cccc(NC(=O)c2ccccc2C(=O)Nc2cccc(C)c2)c1 as listed: 18%[57.1 µM], 6%, -1%, -8%, -1%, 5%, 2%, i, 21%

Only part of the results is shown; count on the stated rates, not on these rows.
